# Source: PubChem (National Center for Advancing Translational Sciences (NCATS))
# uPA surface inh: cell surface uPA generation inhibition; cell surface uPA generation assay, qHTS; Potency, µM (top dose mostly 38.3 µM), without a hit: top-dose activity change, negative = inhibition, most hits filed as inhibitors; hit rate 0.31% among 330,000; AID 540303; active means well fitted inhibition curve with a large enough effect; inconclusive means small, poorly fitted or top-dose-only effect; inactive means no such curve, though single readings can be large or run the other way; tested in mouse RAW 264.7 cells; further: potency means the concentration at half of the fitted maximal effect; nearly all actives have a fitted effect of over 55% in size
# B2AR arrestin: recruits beta-arrestin to the human beta2-adrenergic receptor; P07550; beta-arrestin recruitment to beta2AR, cell-based reporter; Potency, µM (series often up to 46.1 µM), without a hit: at the top dose activation, actives largely listed as activators; hit rate 0.02% among 330,000; AID 492947;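 further: potency means the concentration at half of the fitted maximal effect; 0% = DMSO controls and full agonism = EC100 isoproterenol or metaproterenol; nearly all actives have a fitted effect of over 65% in size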
# GALK inh: blocks human galactokinase activity; P51570; Purified GALK, Kinase-Glo residual ATP luminescence; Potency, µM (top dose mostly 57.5 µM), for inactives: at the highest dose activity change, negative = inhibition, actives largely listed as inhibitors; hit rate 0.007% among 270,000; AID 1868; further: potency means the concentration at half of the fitted maximal effect
#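 5 nM enzyme, 35 uM ATP, 100 uM galactose, 20 mM HEPES pH8.0, 5 mM MgCl2; 1 h RT; residual ATP by Kinase-Glo Plus luminescence, qHTS format.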
# Coupling enz: coupling enzyme interference in Giardia aldolase counter-screen; coupling enzyme system counterscreen, AmpLite Red fluorescence; activity change, negative = inhibition, % at 58.2 µM, hits read low; hit rate 0.67% among 290,000; AID 2472; in the data active means activity change below about -30%
#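 Counterscreen lacking aldolase: glyceraldehyde-3-phosphate coupling-enzyme reagent preincubated 10 min at RT with compound (at 57.5 uM final), then substrate/coupling system with AmpLite Red added; fluorescence read at 525/598 nm after 20 min RT.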
# KCNH2 3.1 block: blocks the human KCNH2 3.1 channel isoform; U2OS KCNH2 3.1, thallium flux FluxOr; stronger effect = lower value; activity change, % (tested at about 1.8 µM); hit rate 0.95% among 340,000;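 active means maximum activity change below -70%; inconclusive means maximum activity change from -70% to -50%; inactive means maximum activity change above -50%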;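 further: thallium influx rate constant from kinetic fluorescence after stimulation buffer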
#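 Steps: virus added to U2OS suspension (4 h, RT, dark); medium with 10% FBS added, cells plated, 37 C overnight; FluxOr/Red40 loading buffer 45 min RT; stimulation buffer, 2 min kinetic read; rate constant normalized.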
# PKM2 activator: increases activity of human pyruvate kinase M2; hit rate 0.34% among 260,000; P14618; Potency, µM (top dose mostly 57.5 µM), for the others: top-dose activation, most hits filed as activators; purified PKM2, Kinase-Glo ATP luminescence, activation; response scale: 0% is enzyme alone, no compound; AID 1631; further: potency means the concentration at half of the fitted maximal effect; nearly all actives have a fitted effect of over 55% in size
# Target sequence (P14618 whole entry, looked up): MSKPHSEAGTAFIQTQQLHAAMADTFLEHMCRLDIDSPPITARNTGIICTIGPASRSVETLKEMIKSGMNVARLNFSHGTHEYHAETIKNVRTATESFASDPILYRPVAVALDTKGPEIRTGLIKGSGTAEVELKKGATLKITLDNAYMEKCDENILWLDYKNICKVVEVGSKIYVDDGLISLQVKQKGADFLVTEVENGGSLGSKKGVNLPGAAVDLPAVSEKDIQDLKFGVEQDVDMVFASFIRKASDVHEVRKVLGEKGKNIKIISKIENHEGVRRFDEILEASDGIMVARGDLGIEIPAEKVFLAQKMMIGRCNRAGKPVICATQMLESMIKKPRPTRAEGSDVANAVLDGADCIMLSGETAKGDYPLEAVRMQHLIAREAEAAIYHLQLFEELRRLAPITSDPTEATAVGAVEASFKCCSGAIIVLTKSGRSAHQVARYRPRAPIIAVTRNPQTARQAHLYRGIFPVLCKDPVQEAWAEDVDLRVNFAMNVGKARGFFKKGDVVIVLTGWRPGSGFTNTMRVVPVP
#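 Purified hPK-M2 (>95% pure) converted ADP (0.1 mM final) to ATP with 0.5 mM PEP in 50 mM imidazole pH7.2, KCl, MgCl2, Tween 20, BSA; 1 h at room temperature. ATP detected by Kinase-Glo luminescence.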
# Eya2 phos inh: inhibitors of human Eya2 phosphatase activity. O00167. recombinant Eya2, OMFP fluorescence dephosphorylation (OMFP is methylfluorescein phosphate). Potency, µM (highest dose often 76.9 µM), inactives show at the top dose activity, negative = inhibition, actives largely listed as inhibitors. hit rate 0.006% among 330,000; further: potency means the concentration at half of the fitted maximal effect
# Target sequence (O00167 whole entry, looked up): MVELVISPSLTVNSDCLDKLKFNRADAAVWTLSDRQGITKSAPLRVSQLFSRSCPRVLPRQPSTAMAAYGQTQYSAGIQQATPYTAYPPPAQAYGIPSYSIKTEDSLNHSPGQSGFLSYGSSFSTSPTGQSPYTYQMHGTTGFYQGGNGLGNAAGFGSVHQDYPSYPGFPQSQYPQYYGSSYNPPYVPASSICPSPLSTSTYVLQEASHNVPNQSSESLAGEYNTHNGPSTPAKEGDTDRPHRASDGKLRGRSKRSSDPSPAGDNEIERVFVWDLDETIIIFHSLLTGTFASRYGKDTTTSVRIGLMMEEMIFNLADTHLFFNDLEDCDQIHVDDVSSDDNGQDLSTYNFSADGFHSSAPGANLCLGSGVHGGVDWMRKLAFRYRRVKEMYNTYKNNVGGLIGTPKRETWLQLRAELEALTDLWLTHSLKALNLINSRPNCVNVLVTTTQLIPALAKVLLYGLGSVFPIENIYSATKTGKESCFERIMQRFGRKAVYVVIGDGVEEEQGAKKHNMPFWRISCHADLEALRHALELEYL
#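 Eya2 protein (added as 0.2 uM solution) was preincubated with compound for 10 min at ambient temperature in 50 mM HEPES pH 7.5, 50 mM NaCl, 5 uM MgCl2, 0.05% BSA, 1 mM DTT. OMFP (added at 50 uM) then reacted 10 min; fluorescence read at 485/525 nm.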
# hERG WT inh: blocks the wildtype human KCNH2 potassium channel | Q12809 | U2OS, BacMam KCNH2, thallium flux FluxOr; stronger effect = lower value | activity change, % at 1.84 µM | hit rate 0.37% among 340,000 | AID 720551;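 active means maximum activity change below -70%; inconclusive means maximum activity change between -70% and -50%; inactive means maximum activity change above -50%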
#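 U2OS cells were transduced with wild-type KCNH2 virus (2.03 x 10^8 / mL) for 4 h at room temperature, then cultured overnight at 37 C. Thallium flux was read with FluxOr dye. Rate constants were normalized to DMSO controls.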
# Giardia killer: kills Giardia lamblia. Giardia lamblia trophozoite viability. activity change, % at 7.66 µM, hits read low. hit rate 0.15% among 340,000. AID 540267; in the data active means activity change below about -80%; inconclusive means between about -30% and that limit;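 further: parasites exposed to compound for two days anaerobically before the ATP read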
#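 Trophozoite viability was measured as ATP-dependent luminescence, read 15-30 min after reagent addition. Before that, parasites at 100 cells/well were exposed to compounds for 48 h, anaerobically, at 37 deg C.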
# USP2a block: blocks human ubiquitin-specific protease USP2a; O75604; Potency, µM (series often up to 38.3 µM), inactives show at the highest dose activity change, negative = inhibition, usual class: inhibitors; USP2 core, Ub-CHOP2 coupled fluorogenic reporter, 485/531; hit rate 0.01% among 330,000;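 further: potency means the concentration at half of the fitted maximal effect; plate controls were DMSO wells for no effect and full inhibition by NEM control for full effect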
#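 Deubiquitinase activity read as fluorescence (485/531 nm) after Ub-CHOP2 cleavage activates the enterokinase reporter on its substrate; USP2 core 10nM, Ub-CHOP2 and substrate 25nM each, 30min compound preincubation then 60min RT; data normalized to NEM, curves fitted.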
# Chronic BCR inh: chronic active BCR signaling inhibition. AID 493014. ABC-DLBCL IkBa-CBG/CBR reporter, luminescence ratio, 4 h. hit rate 0.05% among 340,000. Potency, µM (doses to about 46.1 µM), for the others: top-dose ratio change, negative = lower green/red ratio, usual class: inhibitors; active means well fitted inhibition curve with a large enough effect in the signal ratio, with a control signal flat, not every such curve was filed as active; inconclusive means small, poorly fitted or top-dose-only effect, or effect the other way, or a change in a side signal; the % refers to the signal ratio;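 further: potency means the concentration at half of the fitted maximal effect; plate controls were basal doxycycline-induced cells for no effect and cells given 10 µM MG132 for full effect; MG132 reads +100%, hits lower the ratio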
#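 Doxycycline induced both beetle luciferases in TMD8 lymphoma cells; IKK-driven degradation limits the IkappaBalpha-fused green signal, while red luminescence normalises for cell number and nonspecific effects. Compounds tested up to 46 uM, 4 hrs.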
# An asterisk follows results filed as active; ? = inconclusive; / = no result given; [ ] = another dose, or the depositor's remark. Unless noted, the call rests on the fitted dose curve; in most records, active means well fitted curve in the direction sought with a large enough effect; inconclusive means small, poorly fitted or top-dose-only effect, or another doubt; inactive means no such curve, though single readings can be large; an effect the other way counts as inactive or inconclusive. Unless noted, on the % scale 0 is the no-effect control and ±100 the full control effect.
mol	Giardia killer	USP2a block	Coupling enz	PKM2 activator	KCNH2 3.1 block	B2AR arrestin	Eya2 phos inh	GALK inh	Chronic BCR inh	hERG WT inh	uPA surface inh
Cc1c(C(=O)O)sc(=S)n1-c1ccccc1	-21	1%	6	9%	6	-0.3%	5%	0%	2%	2	-4%
Cn1nnnc1SCC(=O)Nc1sccc1C(N)=O	-1	2%	/	/	15	-0.6%	-3%	/	2%	8	0%
CC(C)(C)c1cnnn1-c1ccc(NC(=O)c2ccc3c(c2)OCO3)cc1	-7	0%	0	-4%	10	0.3%	0%	0%	9%	-14	-8%
COc1ccc(NS(=O)(=O)c2cc3c(cc2C)N(C(C)=O)CCO3)cc1	-5	1%	1	-13%	-4	0.2%	6%	/	-15%	1	?
Cc1cccc(C)c1NC(=O)C(Cl)C(=O)c1ccccc1 (stereo unspecified)	3	1%	-5	1%	11	0.5%	-6%	7%	-12%	1	-3%
CSc1nc(C)cc(C)c1C(N)=O	-16	0%	3	-18%	0	-0.4%	-4%	-3%	?	-8	-3%
CC1(C)CC(=O)C2=C(C1)N(c1ccccc1)C(=O)CC2c1ccc(O)cc1 (stereo unspecified)	-22	5%	2	0%	-12	0.0%	-2%	7%	0%	-5	-1%
CSc1ccc(S(=O)(=O)N2CCC(C(=O)NCc3ccco3)CC2)cc1	29	1%	4	10µM*	6	-0.2%	-1%	3%	9%	36	-2%

# Sorted by value in Eya2 phos inh (low to high): 4 of the compounds above
Compound	Eya2 phos inh
Cc1cccc(C)c1NC(=O)C(Cl)C(=O)c1ccccc1 (stereo unspecified)	-6%
CC(C)(C)c1cnnn1-c1ccc(NC(=O)c2ccc3c(c2)OCO3)cc1	0%
Cc1c(C(=O)O)sc(=S)n1-c1ccccc1	5%
COc1ccc(NS(=O)(=O)c2cc3c(cc2C)N(C(C)=O)CCO3)cc1	6%

# Later entries
mol	Giardia killer	USP2a block	Coupling enz	PKM2 activator	KCNH2 3.1 block	B2AR arrestin	Eya2 phos inh	GALK inh	Chronic BCR inh	hERG WT inh	uPA surface inh
O=C1CC2(CCCC2)C(=O)N1CN1CCN(S(=O)(=O)c2ccc(F)cc2F)CC1	10	0%	/	/	-8	0.3%	-5%	/	-1%	-2	-2%
COc1ccc(-c2[nH]ncc2C=O)cc1OC	2	3%	3	-22%	-2	0.4%	8%	5%	?	-4	-1%
CC(Sc1ccccc1)C(=O)N1CCN(S(=O)(=O)c2ccccc2)CC1 (stereo unspecified)	12	1%	/	1%	-3	0.3%	6%	-11%	?	6	2%
O=C(CCSc1ccccc1)N1CCN(C(=O)c2ccco2)CC1	17	1%	7	4%	6	-0.2%	-7%	-2%	12%	10	5%
c1ccc(-c2noc(-c3cccc4ccccc34)n2)cc1	-19	2%	-1	3%	-6	-0.2%	-22%	3%	?	7	-1%
COC(=O)CCCCC1SCC2NC(=O)NC21 (stereo unspecified)	5	1%	0	-1%	-14	-1.5%	11%	-1%	0%	2	-10%
CCOC(=O)c1[nH]c(C)c(C(=O)OCC(=O)N2c3ccccc3CC2C)c1C (stereo unspecified)	14	3%	-1	4%	5	-0.4%	-10%	/	-4%	-3	-6%
COc1ccc(N2C(=O)CC(N3CCC(O)(c4ccc(Cl)cc4)CC3)C2=O)cc1 (stereo unspecified)	0	4%	0	5%	-5	0.0%	-3%	-3%	3%	5	/

# Next section.
mol	Giardia killer	USP2a block	Coupling enz	PKM2 activator	KCNH2 3.1 block	B2AR arrestin	Eya2 phos inh	GALK inh	Chronic BCR inh	hERG WT inh	uPA surface inh
O=S(=O)(c1cccc(C(F)(F)F)c1)N1CCCC1c1cccnc1 (stereo unspecified)	-2	1%	3	-2%	1	-0.7%	-1%	1%	4%	1	-2%
COc1ccccc1NS(=O)(=O)c1cc(NC(=O)C2=NNC(=O)CC2)ccc1C	22	5%	/	/	2	3.1%	3%	/	1%	-1	-1%
O=C(CSc1nc2ccccc2[nH]1)Nc1nc(-c2ccccc2)c(-c2ccccc2)o1	11	-2%	0	0%	7	-0.1%	-4%	-3%	?	-2	4%
Cc1cc(OCC(=O)Nc2ccc(F)c(F)c2)nc(C(C)C)n1	4	0%	-1	0%	3	0.0%	-6%	0%	4%	22	-7%
O=C(O)/C=C/C(=O)NCCCc1ccccc1	8	13%	7	-1%	-8	-0.5%	-15%	-4%	2%	/	-7%
Cc1ccc(/C=C/C(=O)NCCc2ccccc2)o1	-4	0%	5	1%[11.5 µM]	-7	-0.7%	-1%	-9%	?	13	-2%
Cc1ccc(-n2ncc3c2CC(C)(C)CC3NC(=O)CCc2cccnc2)cc1 (stereo unspecified)	-7	-4%	/	0%	/	0.1%	-2%	-1%	-4%	-12	-1%
CCc1ccc2c(CN3CCc4cc(OC)c(OC)cc4C3)cc(=O)oc2c1	4	0%	0	0%	-5	0.1%	-2%	/	0%	4	-3%

# The listing continues:
mol	Giardia killer	USP2a block	Coupling enz	PKM2 activator	KCNH2 3.1 block	B2AR arrestin	Eya2 phos inh	GALK inh	Chronic BCR inh	hERG WT inh	uPA surface inh
COc1cccc(CNC(=O)CN2CCC(c3nc4ccc(C)cc4[nH]3)CC2)c1	-2	2%	4	2%	?	0.1%	-14%	3%	?	17	-25%
COc1cc(SC)ccc1C(=O)Nc1ccccc1	9	-8%	-1	-17%	1	0.0%	-27%	-3%	/	-5	/
CN(C)/C=N/c1nc2nccc(-c3ccc(Cl)cc3)n2n1	12	-2%	3	9%	10	0.3%	-23%	5%	-20%	2	-4%
Cc1onc(-c2ccccc2)c1C(=O)N1CCN(C)CC1	4	?	2	-6%	-10	-0.1%	2%	2%	?	12	5%
CCCCCN(C(=O)CCC(=O)OCC(=O)Nc1cccc(SC)c1)c1c(N)n(CCCC)c(=O)[nH]c1=O	5	5%	/	/	-8	0.1%	15%	/	6%	-4	9%
COc1ccc(CC/C(=N\O)C2(O)CCCCC2)cc1	14	1%	-1	-1%	-9	0.0%	4%	7%	-14%	-1	-1%
Cc1ccc(CNC(=O)Cn2cnc(S(=O)(=O)N3CCC(C)CC3)c2)o1	14	0%	2	2%[0.46 µM]	8	0.5%	17%	8%	7%	-18	3%
O=C(Cn1[nH]c(=O)c2ccccc2c1=O)OCC(=O)N1CCc2ccccc2C1	-4	1%	4	-9%	4	-0.1%	4%[15.4 µM]	3%	-3%	-10	4%

# Next records follow:
mol	Giardia killer	USP2a block	Coupling enz	PKM2 activator	KCNH2 3.1 block	B2AR arrestin	Eya2 phos inh	GALK inh	Chronic BCR inh	hERG WT inh	uPA surface inh
COc1ccccc1CCC(=O)N(C)C1CCCN(Cc2ccccc2F)C1 (stereo unspecified)	-27	2%	2	4%	-9	-0.6%	-22%	-2%	0%	3	5%
COc1ccc2cc3c(N)nn(C(=O)Cc4c[nH]c5ccccc45)c3nc2c1	19	0%	-3	25%	-1	-0.2%	10%	3%	?	-7	?
CCNC(=S)Nc1ccc(S(=O)(=O)Nc2cc(C)nc(C)n2)cc1	-2	3%	-2	-23%	15	-0.2%	-5%	9%	0%	-12	0%
Cc1cc(C)c(-n2nnnc2SCC(=O)c2cccs2)c(C)c1	-5	-2%	1	8%	-15	0.1%	-23%	-1%	-2%	0	1%
COC(=O)CCS(=O)(=O)c1ccc(Cl)cc1	9	3%	3	1%	-22	-0.3%	11%	0%	?	-8	15%
O=C(COC(=O)/C=C/c1ccc(Cl)cc1)NC(=O)NCc1ccccc1	48[activator]	-3%	/	/	-7	-1.9%	-1%	/	-3%	-11	-6%
CCOC(=O)[C@H]1[C@H]2COc3ccc(C)cc3[C@@H]2N2C(=O)c3ccc(C)cc3NC(=O)[C@@]12C	4	1%	/	/	/	7.4%	-2%	/	?	/	7%
COc1ccccc1C(=O)NC(=S)Nc1ccc(NC(=O)c2ccco2)cc1	1	-1%	0	-5%	-73*	-1.1%	0%	-4%	?	11	17%
Cc1cccc(CNC(=O)C2CCC(=O)N(C3CCCCCC3)C2)c1 (stereo unspecified)	11	1%	/	0%	12	0.1%	-5%	6%	2%	13	6%
COC(=O)/C(N=Nc1c(C)n(C)n(-c2ccccc2)c1=O)=C(\C)O	0	2%	2	1%	-1	-0.1%	-18%	0%	0%	0	-1%
C=CCN1C(=O)C(CC(=O)O)SC1=Nc1ccc(N=Nc2ccccc2)cc1 (stereo unspecified)	-29	-2%	4	-9%	-1	0.3%	5%	-1%	21%	-3	0%

# Grouped by structure: those above containing a thiophene ring, fused or not
mol	Giardia killer	USP2a block	Coupling enz	PKM2 activator	KCNH2 3.1 block	B2AR arrestin	Eya2 phos inh	GALK inh	Chronic BCR inh	hERG WT inh	uPA surface inh
Cn1nnnc1SCC(=O)Nc1sccc1C(N)=O	-1	2%	/	/	15	-0.6%	-3%	/	2%	8	0%
Cc1cc(C)c(-n2nnnc2SCC(=O)c2cccs2)c(C)c1	-5	-2%	1	8%	-15	0.1%	-23%	-1%	-2%	0	1%
